D2 antag = HTS Assay for Allosteric Antagonists of the Human D2 Dopamine Receptor: Primary Screen for Antagonists | HEK293 TREx D2 cells, calcium flux, dopamine EC80 | D(2) dopamine receptor (Homo sapiens), P14416 | inhibition, % at 10 µM | hit rate 2% among 340,000; in the data active = inhibition above about 30%; note: 0% is about no effect
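Inhibition of EC80 dopamine-driven calcium flux, recorded kinetically, defines activity here; cells are a tetracycline-induced HEK293 T-REx line expressing force-coupled D2.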
D1 PAM = Potentiators of Human D1 Dopamine Receptor: qHTS; AID 504651, 2011; HEK293 TREx D1 cells, calcium flux, dopamine EC20 potentiation; D(1A) dopamine receptor (Homo sapiens), P21728; potentiation, % at 10 µM; hit rate 0.036% among 360,000; in the data active = potentiation above about 30%; note: 0% is about no effect
Target sequence (P21728 whole entry, looked up): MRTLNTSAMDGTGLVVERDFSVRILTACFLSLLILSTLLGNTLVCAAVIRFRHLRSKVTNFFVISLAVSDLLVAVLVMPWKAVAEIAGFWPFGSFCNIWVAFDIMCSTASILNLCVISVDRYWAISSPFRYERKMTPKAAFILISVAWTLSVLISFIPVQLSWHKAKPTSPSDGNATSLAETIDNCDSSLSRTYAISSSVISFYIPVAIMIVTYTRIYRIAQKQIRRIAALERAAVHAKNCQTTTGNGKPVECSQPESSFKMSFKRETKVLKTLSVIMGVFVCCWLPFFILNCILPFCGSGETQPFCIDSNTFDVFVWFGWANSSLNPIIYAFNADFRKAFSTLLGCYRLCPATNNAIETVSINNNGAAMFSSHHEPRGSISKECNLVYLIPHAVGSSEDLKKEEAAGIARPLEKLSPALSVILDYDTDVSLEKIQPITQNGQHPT
D1 agonist = Allosteric Agonists of the Human D1 Dopamine Receptor: qHTS. D(1A) dopamine receptor (Homo sapiens), P21728. HEK293 T-REx D1 cells, calcium flux, agonist mode. activation, % at 2 µM. hit rate 1% among 360,000; note: 0% is about no effect
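Agonism was scored from calcium flux recorded over 180 s (1 read/s) after pintool compound addition, following a 10-cycle baseline. Cells were inducible force-coupled HEK293 TREx D1, plated overnight at 30 C and loaded with no-wash calcium dye.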
RXFP1 antagonist = qHTS Assay for Antagonists of the Relaxin Receptor RXFP1; Relaxin receptor 1 (Homo sapiens), Q9HBX9; HEK293-RXFP1, relaxin-stimulated cAMP HTRF, 30 min; active compounds read low; activity change, negative = inhibition, % at 57.5 µM; hit rate 0.59% among 350,000;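 active = activity change of -60% or lower, but not beyond a set lower limit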; note: % is set by controls: 0 for no effect and ±100 for the full control effect
D2 ag = HTS Assay for Allosteric Agonists of the Human D2 Dopamine Receptor: Primary Screen for Agonists | D(2) dopamine receptor (Homo sapiens), P14416 | HEK293 T-REx D2 cells, calcium flux agonist mode | activation, % at 2 µM | hit rate 0.53% among 340,000;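 active = activation over 3 SD above normal in the single-dose calcium agonist read, cut at about 30% in these data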; note: 0% is about no effect
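Tetracycline-induced HEK293 Trex cells with D2 receptor force-coupled to calcium signaling, plated overnight at 30 C and loaded with no-wash calcium dye. Calcium flux read kinetically for 180 s after compound addition; responses flag agonists.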
D1 antagonist = Antagonist of Human D 1 Dopamine Receptor: qHTS | HEK293 TREx D1 cells, calcium flux, dopamine EC80; active compounds read low | hit rate 3.2% among 360,000 | D(1A) dopamine receptor (Homo sapiens), P21728 | activity change, negative = inhibition, % at 10 µM | AID 504652, 2011; in the data active = activity change below about -30%; note: % is set by controls: 0 for no effect and ±100 for the full control effect
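Kinetic fluorescence of a calcium dye serves as the read-out. D1-expressing Hek293 Trex cells, induced overnight at 30 C, are exposed to compound for 180 s before an EC80 dopamine addition, then read 180 s further.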
TRHR agonist = qHTS for Small Molecule Agonists and Allosteric Enhancers of Human TRH Receptor: Primary Screen for Agonists. Thyrotropin-releasing hormone receptor (Homo sapiens), P34981. TRHR cells, calcium flux fluo-8, FDSS agonist mode. activation, % at 2 µM. hit rate 0.18% among 360,000; note: 0% is about no effect
Target sequence (P34981 whole entry, looked up): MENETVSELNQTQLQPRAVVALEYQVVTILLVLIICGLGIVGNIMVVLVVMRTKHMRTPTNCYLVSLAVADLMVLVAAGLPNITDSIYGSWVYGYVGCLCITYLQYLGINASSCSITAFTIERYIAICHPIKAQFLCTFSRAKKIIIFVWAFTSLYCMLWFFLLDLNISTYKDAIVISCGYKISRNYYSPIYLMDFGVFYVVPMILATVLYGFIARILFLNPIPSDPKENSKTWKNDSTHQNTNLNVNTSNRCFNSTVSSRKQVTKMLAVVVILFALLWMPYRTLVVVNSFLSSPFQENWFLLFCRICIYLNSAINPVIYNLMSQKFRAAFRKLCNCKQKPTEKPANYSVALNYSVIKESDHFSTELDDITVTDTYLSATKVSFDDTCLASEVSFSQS
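Read-out: compound-evoked intracellular calcium rise in TRHR cells, fluo-8 dye, kinetic FDSS fluorescence at 1 s/cycle following a 10-cycle baseline. Cells cultured overnight before dye loading (30 min–1.5 h, RT).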
D2 potentiator = HTS Assay for Positive Allosteric Modulators of the Human D2 Dopamine Receptor: Primary Screen for Potentiators | HEK293 T-REx D2, calcium flux, EC20 dopamine potentiation | potentiation, % at 10 µM | AID 485347, 2010 | D(2) dopamine receptor (Homo sapiens), P14416 | hit rate 0.34% among 340,000;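 active = potentiation over 3 SD above the plate norm, cut at about 30% in these data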; note: 0% is about no effect
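Calcium flux readout, no-wash dye, 1 read/s. Inducible HEK293 Trex D2 line, overnight 30 C. Compound alone 180 s (agonist flags), then EC20 dopamine, another 180 s to score potentiation.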
TRHR PAM = qHTS for Small Molecule Agonists and Allosteric Enhancers of Human TRH Receptor: Primary Screen for Enhancers; Thyrotropin-releasing hormone receptor (Homo sapiens), P34981; TRHR cells, fluo-8 calcium fluorescence, EC20 TRH enhancement; enhancement, % at 2 µM; hit rate 0.66% among 360,000; in the data active = enhancement above about 30%; note: 0% is about no effect
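TRHR-expressing cells loaded with fluo-8 calcium dye were read kinetically (ex 480/em 530) during compound addition, then stimulated with an EC20 of TRH (10 nM final). Enhancement of the Gq-mediated intracellular calcium response was scored.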
Starred values were filed as active, the others as inactive; . = not tested or not shown. Cut-off read from the data, not from the text of the source, unless noted: active = activation above about 30%; inactive = the rest.

Compound,D2 antag,D1 PAM,D1 agonist,RXFP1 antagonist,D2 ag,D1 antagonist,TRHR agonist,D2 potentiator,TRHR PAM
Cc1cccc(C(C)C)c1NC(=O)C(NS(=O)(=O)c1cccc2nsnc12)c1ccccc1 (configuration not stated),.,4,2,-10,0.6,19,-0.3,-4,-10
Cc1ccc(Nc2nc(N)nc(CSCCO)n2)cc1,13,1,-1,-6,0.7,-12,0.3,-1,-2
Cc1ccc(NC(=O)CCC(=O)c2cccs2)c(Br)c1,-1,-1,0,-2,-0.1,-11,-0.8,10,-4
CC(=O)NC1C(=O)N=C(SCC(=O)NC2CCCCC2)NC1=O (configuration not stated),6,0,1,-30,1.1,8,-0.1,-6,1
CC(C)(C)c1ccc(-c2nnc(SCC(=O)O)n2N)cc1,-2,-3,3,2,-0.1,16,0.2,5,2
CN(Cc1c(C(=O)N/N=C/c2cc(F)ccc2F)nnn1-c1nonc1N)C1CCCCC1,-2,7,4,7,0.3,5,0.4,-7,7
O=C(N1CCN(c2ccccc2F)CC1)C1(c2cccs2)CCOCC1,-6,5,-1,0,3.4,6,-0.5,5,-4
O=C(c1ccccn1)c1ccc2ccccc2n1,-5,0,2,-8,0.5,0,-0.2,4,2
Cc1ccc2nc(NC(=O)CCNS(=O)(=O)c3cccs3)sc2c1,-28,-2,19,6,0.0,-3,0.1,1,0
Fc1ccccc1/C=C/c1ccc2ccccc2n1,-1,5,2,.,-0.8,7,0.7,-2,3

The results go on:
Compound,D2 antag,D1 PAM,D1 agonist,RXFP1 antagonist,D2 ag,D1 antagonist,TRHR agonist,D2 potentiator,TRHR PAM
O=C(CN1C(=O)C2C3CCC(C3)C2C1=O)NCc1ccco1 (configuration not stated),-23,9,2,-7,1.4,3,1.3,-4,0
CC(=O)Nc1ccc(S(=O)(=O)N(C)c2ccc(OCC(=O)Nc3ccccc3C(C)=O)cc2)cc1,-7,8,4,-11,0.8,-24,0.7,1,1
COC(=O)CSc1nnc(-c2ccoc2C)n1-c1ccc(OC)cc1,9,-1,0,8,-0.1,-8,-0.3,-5,15
COc1ccc(Cl)cc1C(=O)Nc1ccc2oc(-c3ccc(C(C)(C)C)cc3)nc2c1,.,-1,16,-3,.,15,-0.9,-3,-3
O=C(CSC1=Nc2ccccc2C2=NC(Cc3ccccc3)C(=O)N12)Nc1ccccc1F (configuration not stated),.,2,7,-9,-2.6,6,-1.3,7,7
CCOc1ccc2nc(NC(=O)c3nc(SCc4ccccc4F)ncc3Cl)sc2c1,.,1,4,.,0.2,-11,0.9,4,10
CCOC(=O)C(C(=O)Nc1cccc(C)c1)C1CCCCC1 (configuration not stated),-6,-3,1,-25,-0.6,2,-0.5,-6,25
COc1ccc(C(CNC(=O)COc2ccccc2OC)N(C)C)cc1OC (configuration not stated),2,-6,1,2,0.2,8,0.6,13,1
c1ccc2nc(-c3nc4ccccc4[nH]3)ccc2c1,3,2,5,6,-0.6,-14,-1.4,-5,-4
C=CCN(Cc1cccs1)C(=O)CN1CCN(S(=O)(=O)c2ccc3c(c2)OCCCO3)CC1,7,-3,0,-4,-3.1,10,-0.9,9,-3

Continued.
Compound,D2 antag,D1 PAM,D1 agonist,RXFP1 antagonist,D2 ag,D1 antagonist,TRHR agonist,D2 potentiator,TRHR PAM
CC(C)(C)c1cc(N2CCOCC2)n2ncc(-c3ccccc3)c2n1,11,8,3,-8,-2.2,7,-0.4,5,11
Cc1ccc(/C=C/C(=O)OCC(=O)NCCN2C(=O)CSC2=O)o1,-33,0,-2,14,0.3,-8,0.9,-3,25
O=C(Cc1ccc(Cl)cc1)Nc1cccc(S(=O)(=O)Nc2ccccc2F)c1,3,-6,7,7,-0.8,-8,-0.2,-13,0
CCC(c1nnnn1C1CCCC1)N1CCN(c2cccc(OC)c2)CC1 (configuration not stated),0,1,2,-21,-0.3,-3,0.2,16,2
O=C(CNC1CCCCCC1)Nc1ccccc1N1CCOCC1,-6,5,0,3,-1.7,0,-1.2,-3,0
CCCOc1ccc(C(=O)NNC(=S)NC(C)=O)cc1,.,0,1,11,.,-34*,0.5,5,-2
NC(=O)C1(N2CCCCC2)CCN(S(=O)(=O)c2cc(Cl)sc2Cl)CC1,5,-1,13,-5,0.4,14,6.1,10,1
CCc1ccc2ncc3c(-c4ccc(F)cc4)nn(CC(=O)NCc4ccccc4)c3c2c1,.,-3,1,0,-0.1,16,0.1,-6,-2
O=C(NCC(=O)N(c1cnc2ccccc2c1)C(C(=O)NC1CCCC1)c1ccncc1)c1ccco1 (configuration not stated),0,5,-1,3,1.7,3,0.0,-3,2
Cc1ccc(Nc2nnc(SCC(=O)Nc3cc(C(=O)O)ccc3C)s2)c(C)c1,5,0,1,1,0.4,-8,-0.1,-1,-4

The list continues.
Compound,D2 antag,D1 PAM,D1 agonist,RXFP1 antagonist,D2 ag,D1 antagonist,TRHR agonist,D2 potentiator,TRHR PAM
COCCCNC(=O)Cn1nc(N2CCN(c3ccccc3)CC2)ccc1=O,.,-3,4,7,-0.3,2,-0.6,-2,2
CC1(C)Cc2nc(-c3ccccc3)nc(NNC(=O)c3ccco3)c2CO1,-7,-2,4,2,1.0,-18,-0.2,2,3
CC(=O)NC1CC2CCCC(C1)N2Cc1ccc(C)cc1 (configuration not stated),54*,-4,2,6,0.4,-7,0.0,-26,-10
O=C(NCCN1CCN(c2ccccc2)CC1)Nc1ccccc1Cl,35*,-17,0,-2,64*,-9,-0.1,-26,1
CCC(NC(=O)Cc1cccs1)c1ccccc1 (configuration not stated),-12,0,3,-2,-1.0,1,-0.3,-8,-5
CCOc1cc(NC(=O)c2ccco2)c(OCC)cc1NC(=O)CCC(=O)NCc1cccnc1,29,5,2,-20,1.0,5,-1.6,.,-3
Cc1ccc(CNC(=O)C2CCCN2C(=O)Nc2cccc(Cl)c2)cc1 (configuration not stated),-9,-6,0,-6,1.0,-3,-0.3,-11,-4
C/C(CCc1ccccc1)=N\NC(=O)COc1ccccc1C,-9,-6,0,-3,2.2,.,0.1,-8,-1
COc1ccc(NC(=O)CCN2CCN(S(=O)(=O)c3ccc(Cl)cc3)CC2)cc1,4,-3,1,-1,1.9,2,0.1,-3,1
Cc1cc2c(cc1S(=O)(=O)Nc1cccc(C#N)c1)OCC(=O)N2,.,2,3,-8,0.4,-8,0.2,13,6

Following part.
Compound,D2 antag,D1 PAM,D1 agonist,RXFP1 antagonist,D2 ag,D1 antagonist,TRHR agonist,D2 potentiator,TRHR PAM
CC(C)(C)OC(=O)C(C)(C)Sc1nnc(N)s1,7,-2,0,-2,0.6,21,1.0,4,2
Cc1ccc(NC2CCCN(C(=O)CCc3scnc3C)C2)cc1C (configuration not stated),7,-8,0,-9,-0.5,16,-0.3,20,-9
Cc1ccc(C(=O)Nc2ccccc2)cc1S(=O)(=O)N1CCN(C)CC1,35*,-3,3,4,0.7,-9,0.3,-3,-4
CCOC(=O)C1=C(O)C(=O)N(c2ccc(S(N)(=O)=O)cc2)C1c1ccccc1 (configuration not stated),7,-8,5,-8,0.9,-9,0.8,4,3
Cc1ccc(C)c(NC(=O)C2CC(O)CN2C(=O)OC(C)(C)C)c1 (configuration not stated),-12,-3,3,-7,-0.2,7,0.7,-1,12
COc1ccc(CCNC(=O)Cn2c(-c3cccs3)cc3cc(F)ccc32)cc1OC,.,-4,4,.,.,-17,-0.5,21,-6
O=C(CNC(=O)C(c1ccccc1)c1ccccc1)OCc1ccccc1,-6,-9,3,-6,0.4,-20,-1.6,11,-9
CCc1nnc(NC(=O)NCN2C(=O)C3C4C=CC(C4)C3C2=O)s1 (configuration not stated),4,-2,3,0,-0.9,13,-0.3,-7,-5
O=C(NC1CCCCCC1)C1CC(=O)N(c2ccc(Cl)cc2)C1 (configuration not stated),-4,-1,1,-11,0.0,3,0.5,-2,2
O=C(NCc1ccncc1)/C(=N/O)c1ccccc1,0,-9,3,-12,0.4,-2,0.2,-7,1

Continued.
Compound,D2 antag,D1 PAM,D1 agonist,RXFP1 antagonist,D2 ag,D1 antagonist,TRHR agonist,D2 potentiator,TRHR PAM
Cc1ccc2nc(Nc3ccc(Br)cc3)nc(-c3ccccc3)c2c1,.,1,1,-7,0.8,-2,0.2,-5,2
CCOc1ccc(-c2c(C)nn3c(C)c(C(=O)NCc4ccc(C)o4)cnc23)cc1OCC,.,-7,5,-7,1.6,-34*,0.4,15,-4
CCOC(=O)C1=C(c2ccccc2)Nc2c(c(=O)n(C)c(=O)n2C)C1c1ccc(O)c(OC)c1 (configuration not stated),-18,-1,1,2,-1.0,7,-0.5,16,1
Cc1ccc(C(=O)NCC(=O)Nc2ccc(F)c(F)c2F)cc1,-10,-4,-1,2,0.6,1,0.2,-9,-3

As entered above:
`c1ccc2nc(-c3nc4ccccc4[nH]3)ccc2c1` | RXFP1 antagonist = 6
`CCOc1cc(NC(=O)c2ccco2)c(OCC)cc1NC(=O)CCC(=O)NCc1cccnc1` | D1 antagonist = 5
`CC(C)(C)c1ccc(-c2nnc(SCC(=O)O)n2N)cc1` | D2 potentiator = 5
`CCOC(=O)C1=C(O)C(=O)N(c2ccc(S(N)(=O)=O)cc2)C1c1ccccc1` (configuration not stated) | D2 antag = 7

Reformatted: entries from further up
Cc1ccc2nc(Nc3ccc(Br)cc3)nc(-c3ccccc3)c2c1
  D2 antag = . | D1 PAM = 1 | D1 agonist = 1 | RXFP1 antagonist = -7 | D2 ag = 0.8 | D1 antagonist = -2 | TRHR agonist = 0.2 | D2 potentiator = -5 | TRHR PAM = 2
CCOc1ccc(-c2c(C)nn3c(C)c(C(=O)NCc4ccc(C)o4)cnc23)cc1OCC
  D2 antag = . | D1 PAM = -7 | D1 agonist = 5 | RXFP1 antagonist = -7 | D2 ag = 1.6 | D1 antagonist = -34* | TRHR agonist = 0.4 | D2 potentiator = 15 | TRHR PAM = -4

No enrichment for hits, and some 7.1% of all compounds hit somewhere here.
